DNA FID counter = fluorescent intercalator displacement, NS3 helicase counter-screen | 0.17% of 290,000 active | DNA fluorescent intercalator displacement, fluorescence | AID 1845 | inhibition, % at 7.9 µM; in the data active means inhibition above about 37%;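 further: 0% = vehicle and 100% = reference compound; higher means more ethidium bromide displaced from hairpin DNA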
UBC9 SUMO inh = blocks human SUMOylation mediated by UBC9 | P63279 | 0.36% of 290,000 active | HTRF SUMOylation assay, SAE1/SAE2 + UBC9, in vitro | inhibition, % at 35 µM | AID 2006; in the data active means inhibition above about 50%, passing the limit was not always enough; further: strong numbers were not always called active
NS3 helicase inh = inhibitors of Hepatitis C virus NS3 helicase | NS3 helicase DNA unwinding, Cy5 molecular beacon fluorescence | inhibition, % at 10.9 µM | 0.56% of 290,000 active;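 active means inhibition above the mean of all tested compounds plus 3 SD, set per campaign, cut at about 35% in these data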;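 further: 0% = DMSO wells and 100% = thioflavine S control wells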
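assay system = NS3 helicase fragment of HCV | buffer or medium = MOPS pH 6.5, MgCl2, DTT, Tween20, BSA | timing = 60 min unwinding reaction at 25 °C after ATP addition | signal = Cy5 beacon fluorescence read at start and 1 h | read-out basis = % inhibition of unwinding | control set = low DMSO, high thioflavine S at 110 µM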
pCIP destab = compounds decreasing mouse p/CIP protein stability | Q05BA5 | F442A p/CIP-EGFP cells, EGFP fluorescence, 16 h | decrease of EGFP signal, % at 10 µM | 0.01% of 290,000 active | AID 1984;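 active means EGFP signal decrease of at least 30% at 10 µM or well 3 SD below plate mean, unless failing retest; inactive means the rest, including hits failing retest or dose response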; further: some compounds called inactive have numbers as strong as hits; many of its hits are not listed in these tables
Target sequence (Q05BA5 1-1403): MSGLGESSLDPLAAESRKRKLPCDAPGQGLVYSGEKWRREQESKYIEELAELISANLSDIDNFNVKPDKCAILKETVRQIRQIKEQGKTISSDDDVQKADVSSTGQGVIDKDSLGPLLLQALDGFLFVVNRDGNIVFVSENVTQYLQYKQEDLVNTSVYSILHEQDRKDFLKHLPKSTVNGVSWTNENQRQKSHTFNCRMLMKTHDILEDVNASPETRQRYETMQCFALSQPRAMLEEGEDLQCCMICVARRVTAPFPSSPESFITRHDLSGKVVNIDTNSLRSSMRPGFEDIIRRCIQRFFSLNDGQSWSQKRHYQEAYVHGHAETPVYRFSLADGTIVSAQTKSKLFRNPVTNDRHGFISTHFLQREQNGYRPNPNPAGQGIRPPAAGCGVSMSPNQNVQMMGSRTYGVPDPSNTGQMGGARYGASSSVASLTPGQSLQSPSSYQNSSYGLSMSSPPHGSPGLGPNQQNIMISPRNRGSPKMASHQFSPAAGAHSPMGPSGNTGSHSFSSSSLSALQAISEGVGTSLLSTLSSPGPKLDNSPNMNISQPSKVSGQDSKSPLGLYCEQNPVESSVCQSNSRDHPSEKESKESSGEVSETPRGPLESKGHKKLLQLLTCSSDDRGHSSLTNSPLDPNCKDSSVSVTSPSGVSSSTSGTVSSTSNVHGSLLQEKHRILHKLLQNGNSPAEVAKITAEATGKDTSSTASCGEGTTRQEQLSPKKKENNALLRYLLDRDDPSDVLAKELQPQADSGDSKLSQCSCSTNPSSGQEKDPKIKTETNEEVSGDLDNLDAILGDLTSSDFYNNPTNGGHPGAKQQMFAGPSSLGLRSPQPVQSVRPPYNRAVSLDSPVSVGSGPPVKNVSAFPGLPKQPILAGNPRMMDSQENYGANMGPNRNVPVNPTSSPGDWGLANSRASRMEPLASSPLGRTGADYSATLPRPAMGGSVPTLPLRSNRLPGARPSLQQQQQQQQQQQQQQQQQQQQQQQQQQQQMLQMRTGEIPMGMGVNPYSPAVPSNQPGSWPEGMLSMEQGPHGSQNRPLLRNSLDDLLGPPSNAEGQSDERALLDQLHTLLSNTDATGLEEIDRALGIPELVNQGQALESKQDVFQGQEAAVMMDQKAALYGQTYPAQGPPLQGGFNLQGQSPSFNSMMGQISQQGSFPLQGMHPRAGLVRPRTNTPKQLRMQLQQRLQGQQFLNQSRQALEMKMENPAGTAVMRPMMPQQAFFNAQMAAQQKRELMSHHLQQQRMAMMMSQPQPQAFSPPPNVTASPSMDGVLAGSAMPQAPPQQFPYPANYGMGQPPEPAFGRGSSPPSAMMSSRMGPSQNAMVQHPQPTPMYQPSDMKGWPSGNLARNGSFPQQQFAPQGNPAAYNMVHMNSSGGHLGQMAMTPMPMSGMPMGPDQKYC
IMP-1 inh = inhibitors of Pseudomonas aeruginosa IMP-1 metallo-beta-lactamase; purified IMP-1, nitrocefin hydrolysis, epi-absorbance fluorescence; inhibition, % at 5.6 µM; 0.45% of 290,000 active; AID 1556;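 active means inhibition above the mean plus 3 SD of all compounds in the same screening run, cut at about 4.5% in these data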;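 further: 0% = IMP-1 with DMSO and 100% = DMSO wells lacking enzyme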
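System – purified recombinant IMP-1 beta-lactamase · Input – IMP-1 dispensed at 0.2 nM · Timing – 15 min preincubation plus 25 min reaction at 25 °C · Signal – Epi-absorbance fluorescence, 480 nm excitation, 530 nm emission · Measure – percent IMP-1 inhibition derived from blank-referenced optical density · Controls – Enzyme-plus-DMSO low control, enzyme-free DMSO high control · Replication – singlicate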
PfM18AAP inh = PfM18AAP enzyme inhibition; inhibition, % at 7.35 µM; recombinant PfM18AAP, H-Glu-NHMec fluorogenic cleavage; 1.2% of 290,000 active;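 active means inhibition above the campaign mean inhibition over all tested compounds plus 3 SD, cut at about 28% in these data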;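 further: 0% = plate median of test compound wells and 100% = 2 mM ZnCl2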
IDE cell activ = boosts human insulin-degrading enzyme activity in HEK cells. activation, % at 5.96 µM. 0.073% of 340,000 active. P14735. FAbeta-B cleavage, fluorescence polarization; 0% vehicle, 100% cell-free pure enzyme wells;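 active means activation above the mean of all tested compounds plus 3 SD, set per screening campaign, cut at about 17% in these data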
IDE inh = cellular human IDE inhibition; 0.41% of 320,000 active; inhibition, % at 5.59 µM; P14735; HEK cells, FAbetaB cleavage, fluorescence polarization; AID 434962;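 active means percent inhibition above the average of all tested compounds plus 3 SD, set per screening campaign, cut at about 16% in these data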;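 further: IDE supplied by intact live HEK cells; FP after avidin binding of uncleaved biotin substrate so inhibition keeps polarization high; 0% = DMSO wells and 100% = 60 µM reference IDE inhibitor Ii1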
VIM-2 inhibitor = blocks Pseudomonas aeruginosa VIM-2 metallo-beta-lactamase; 0.89% of 290,000 active; inhibition, % at 5.6 µM; AID 1527; purified VIM-2, nitrocefin hydrolysis, epi-absorbance fluorescence;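 active means inhibition above the mean of all tested compounds plus 3 SD, cutoff set per screening run, cut at about 7.5% in these data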;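 further: red hydrolysis product quenches plate fluorescence so inhibitors raise well fluorescence; 0% = enzyme with DMSO and 100% = DMSO without enzyme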
The depositor's hits bear a star; . = no result given. The order is random; overall some 3.6% were active at least once.

mol	DNA FID counter	UBC9 SUMO inh	NS3 helicase inh	pCIP destab	IMP-1 inh	PfM18AAP inh	IDE cell activ	IDE inh	VIM-2 inhibitor
CCc1nc(SCc2ccc(Br)cc2)n[nH]1	-2.8	3.8	-4.5	-11.2	-2.1	3.7	2.3	1.1	-3.1
COCCn1c(-c2ccccc2F)n[nH]c1=S	-3.0	3.8	10.5	6.0	-3.2	8.4	0.1	-3.5	1.6
Cc1ccccc1NS(=O)(=O)c1cc(C(=O)N2CCCC2)ccc1Cl	-13.7	4.0	3.0	-10.1	-1.2	-15.0	0.9	-2.0	-1.6
O=C(O)c1ccc(-n2cccc2/C=C2/NC(=O)N(c3ccccc3)C2=O)cc1	-32.3	28.3	16.6	-9.1	-3.5	-13.8	2.9	6.9	-0.5
COc1cc(F)ccc1S(=O)(=O)n1c(C)nc2ccccc21	-14.5	14.1	-2.6	-10.3	-0.2	-1.3	-1.1	-3.3	0.5
COc1cc(Cn2c(-c3nonc3N)nc3ccccc32)ccc1C	-0.6	-5.0	-5.1	-8.4	-3.4	-5.4	6.6	-7.6	-0.8
CC(C)C(=O)N1CCN(c2ccc(NC(=O)c3ccc4c(c3)OCCO4)cc2)CC1	-6.2	18.5	-12.1	-6.6	1.9	0.0	5.4	0.3	-3.1
Cc1ccc(C(=O)N2C(=O)C(c3ccccc3)Oc3ccccc32)cc1 (configuration not stated)	-16.2	6.0	-4.9	-21.5	-1.5	-4.4	0.8	3.0	-2.3
Cc1ccc(C)c(CN2C(=O)c3ccccc3S(=O)c3ccc(C(=O)N4CCN(c5ccccn5)CC4)cc32)c1 (configuration not stated)	-33.3	1.7	10.7	6.9	-1.9	-3.0	-1.2	11.8	-2.0
CCc1ccccc1NC(=O)CC(NCc1ccccc1)C(=O)O (configuration not stated)	-4.7	16.8	-0.7	-5.5	-2.6	1.3	1.1	-0.3	-3.3
Cc1ccccc1Cn1nc(C)c(NC(=O)C2(C)CC2(Cl)Cl)c1C (configuration not stated)	-7.5	0.5	5.7	-5.4	-0.9	6.5	6.1	-1.7	-1.2
Cc1nc(Nc2ccc(Cl)cc2Cl)sc1C(=O)Nc1ccccc1	-5.2	-17.8	4.0	4.5	-4.0	-1.7	-0.7	6.1	0.1
Cc1ccc2oc3c(c(=O)c2c1)C(c1cccc(O)c1)N(c1ccccn1)C3=O (configuration not stated)	-6.6	-4.1	-6.2	-11.8	-1.7	0.1	5.0	2.1	-3.0
COCCn1nnnc1C(c1cc2cc(C)ccc2[nH]c1=O)N1CCc2ccccc21 (configuration not stated)	-0.8	36.1	9.1	-3.8	-1.9	10.9	-0.9	0.2	0.9
COC(=O)C(C)Oc1cc(OC(C)C(=O)OC)c2c(C)c(Cl)c(=O)oc2c1 (configuration not stated)	-32.4	18.4	-6.7	-2.1	0.0	0.1	-0.4	0.9	5.0
COc1cc(C(=O)N/N=C/c2cn(Cc3ccccc3)c3ccccc23)ccc1O	-26.5	-15.9	19.9	-23.3	-4.0	18.0	6.9	.	-3.8
CCOc1ccc(-c2nn[nH]n2)cc1	1.9	-3.1	-4.7	2.3	-3.4	-0.4	-0.4	-0.7	-3.2
Nc1nc2ccccc2nc1N	1.2	14.5	-12.8	-22.4	-3.8	1.7	-1.9	2.1	-3.2
Cc1cnc2c(C(=O)O)cnn2c1	-1.3	13.1	-2.4	1.2	-1.2	-12.7	7.5	-2.4	-0.2
CCCOc1ccc(-c2nn(-c3ccccc3)cc2/C=C2\SC(=S)N(C3CCS(=O)(=O)C3)C2=O)cc1 (configuration not stated)	1.4	7.9	1.6	-6.6	-0.2	-12.1	2.7	-1.8	0.4

Profiles, looked up by structure. Order of values: DNA FID counter, UBC9 SUMO inh, NS3 helicase inh, pCIP destab, IMP-1 inh, PfM18AAP inh, IDE cell activ, IDE inh, VIM-2 inhibitor
COc1cc(C(=O)N/N=C/c2cn(Cc3ccccc3)c3ccccc23)ccc1O as listed: -26.5, -15.9, 19.9, -23.3, -4.0, 18.0, 6.9, ., -3.8
Cc1nc(Nc2ccc(Cl)cc2Cl)sc1C(=O)Nc1ccccc1 as listed: -5.2, -17.8, 4.0, 4.5, -4.0, -1.7, -0.7, 6.1, 0.1

Later entries:
mol	DNA FID counter	UBC9 SUMO inh	NS3 helicase inh	pCIP destab	IMP-1 inh	PfM18AAP inh	IDE cell activ	IDE inh	VIM-2 inhibitor
CC1CC(=O)N(CC(=O)Nc2cccc(F)c2)c2ccccc2S1(=O)=O (configuration not stated)	-26.7	4.8	26.0	-17.0	1.1	1.1	-2.3	-0.5	2.6
O=C(/C=C/c1cc([N+](=O)[O-])ccc1OC(F)F)Nc1cccc([N+](=O)[O-])c1	5.0	-0.8	13.7	-12.4	-4.2	-1.4	6.2	-1.5	-1.4
CN(c1ncc(C(F)(F)F)cc1Cl)n1cc(C(N)=O)c2ccccc2c1=O	-5.0	18.9	-5.8	-5.4	-3.2	-9.0	-5.6	-3.0	-3.6
CCCCN(C(=O)c1ccc(C#N)cc1)c1c(N)n(CCC)c(=O)[nH]c1=O	0.5	21.6	4.3	-7.4	-3.5	0.6	1.0	-3.5	-4.1
COc1ccc(NC(=O)c2cnn3c(C(F)(F)F)cc(-c4ccco4)nc23)cc1OC	-0.6	-50.8	4.5	-4.6	-2.8	3.4	0.8	1.4	-2.6
CCCc1cc2c(cc1NC(=O)c1ccccc1C)OCO2	-2.5	11.3	8.1	-5.4	-0.6	-20.9	3.2	4.8	4.0
Cc1cc(C)c(S(=O)(=O)Nc2nnc(C3CCCCC3)s2)c(C)c1	-42.0	19.4	16.2	-15.8	-4.3	2.1	6.7	5.8	-1.3
CCOc1ccc2c(c1)[nH]c(=S)n2C	-3.1	13.9	3.7	-1.5	-3.7	10.3	-1.9	0.7	-1.9
Cc1cccc(NC(=O)CCCN2C(=O)c3cccc4cccc(c34)C2=O)c1	-0.6	10.6	5.5	4.8	-1.2	-2.5	4.4	-2.3	-0.1
CN(C(=O)c1cccc(C#CC(C)(C)O)c1)C1CCCN(Cc2ccccc2F)C1 (configuration not stated)	-22.6	5.3	4.5	-15.0	-3.6	-0.6	-2.6	-1.4	-0.1
CCOc1ccc(NS(=O)(=O)c2ccc(NC(=O)C3CC3)cc2)cc1	-7.9	-11.4	3.5	-21.0	-3.3	0.8	-1.6	-7.3	-2.4
CCN1CCN(C(=O)CCNC(=O)Cn2ccc3ccccc3c2=O)CC1	-0.1	10.8	4.7	-7.1	-1.5	-6.5	-0.8	5.2	-7.5
CSc1nc(N)nc(SCC(=O)OC(C)C)c1C#N	3.8	20.8	0.4	-1.4	-3.7	3.0	-0.9	5.8	2.5
C=CCNC(=S)N/N=C1\CCS(=O)(=O)c2ccccc21	-8.7	32.9	-7.0	-7.0	-1.0	-8.4	-1.2	-4.5	0.9
Cc1cc(C)c(S(=O)(=O)c2cccc(Cl)c2)c(Cl)n1	-12.0	-7.2	-1.9	-6.7	-0.9	-5.3	8.8	0.8	1.8
CCOc1ccc(/C=N/Nc2ccc(C(F)(F)F)cc2[N+](=O)[O-])cc1O	13.2	5.7	-2.6	-11.1	-1.2	-1.2	10.9	2.6	-0.6
COc1cc(NS(=O)(=O)c2ccc(NC(=O)c3cccnc3)cc2)ncn1	-0.5	15.5	0.1	-8.3	-2.7	3.0	2.8	1.5	-1.6
Cc1ccc(NC(=O)CSc2n[nH]c(-c3ccncc3)n2)c(C)c1	-4.4	16.6	0.1	-15.5	-1.1	-17.5	-0.2	9.5	-0.6
c1ccc(Nc2nc(-c3cccnc3)cs2)nc1	-4.4	18.6	1.1	1.4	-4.7	-6.2	3.7	1.8	-3.6
COc1ccc(N=c2scc(-c3ccc(S(=O)(=O)N4CCOCC4)cc3)n2CCCO)cc1	-13.7	0.2	-9.8	-9.4	-4.9	3.5	.	.	-2.4

The results go on.
mol	DNA FID counter	UBC9 SUMO inh	NS3 helicase inh	pCIP destab	IMP-1 inh	PfM18AAP inh	IDE cell activ	IDE inh	VIM-2 inhibitor
O=C1NCCN(Cc2ccc(Cl)c(F)c2)C1CC(=O)N1CCCCO1 (configuration not stated)	-9.4	5.6	-0.7	-2.4	-1.2	-10.6	1.9	1.7	0.7
O=C(CN1C(=O)CCC1=O)Nc1cccc2c1C(=O)NC2=O	-0.9	15.2	-8.8	5.2	-0.9	1.9	5.2	-0.5	-2.9
Cn1ncc([N+](=O)[O-])c1C(=O)N1CCCCCC1	-6.2	-0.2	5.7	-2.5	-1.2	2.0	-2.9	.	-2.4
COc1cccc(CNC(=O)Cn2ccc([N+](=O)[O-])n2)c1	2.5	8.7	5.8	-37.3	0.4	-2.9	-0.7	6.5	-1.1
Cc1cccc(-n2c(O)c(C=Nc3ccccc3O)c3ccccc3c2=O)n1	-23.7	4.9	4.3	-13.3	-1.8	7.5	-3.7	8.5	-3.6
Cc1ccc2sc(NC(=O)C3CC3)nc2c1C	-8.6	6.8	-2.4	-6.1	-1.4	2.8	3.1	0.8	-2.2
N#C/C(=C\c1cc2c(cc1Br)OCO2)c1ccc(C(=O)O)cc1	-27.2	13.2	24.3	-9.3	-4.5	-6.8	-1.6	-2.3	-1.2
COCc1nnc(NC(=O)CCS(=O)(=O)c2ccccc2)s1	-5.6	1.5	-3.5	-24.5	0.4	0.3	-2.7	2.9	1.9
Cc1cc(=O)oc2cc(OC(=O)c3cncc(Br)c3)ccc12	3.5	41.7	6.1	6.4	-3.5	-13.4	0.9	-0.5	-0.2
CCCCn1nc2cc(C(=O)NC[C@@H]3CCCO3)ccc2c1OCC	-12.9	23.5	-2.8	-21.1	-1.1	2.1	3.6	3.1	-2.2
O=c1cc(C(F)(F)F)[nH]c(=S)n1-c1ccccc1	-1.9	-19.3	8.6	6.8	-4.9	30.1*	0.6	-1.7	-3.1
Cc1cccc(OCCCC(=O)Nc2ccc(S(=O)(=O)Nc3onc(C)c3C)cc2)c1C	-27.3	8.8	3.4	-26.0	-0.9	3.8	0.6	8.4	-2.4
CC1SC(c2ccccc2)N(CC(O)c2ccc([N+](=O)[O-])cc2)C1=O (configuration not stated)	-16.0	0.2	-2.6	-2.9	-3.1	0.3	1.8	2.1	-4.5
COc1ccccc1N1CCN(C2CCN(S(=O)(=O)c3ccc(NC(C)=O)cc3)CC2)CC1	0.9	24.2	-10.3	0.4	-3.0	-4.0	1.6	0.5	-2.0
CN(C)/C=C(\C#N)C(=O)Nc1ccc(O)cc1F	2.6	0.1	-15.0	7.4	-2.2	2.6	-1.1	-0.8	-2.7
COC(=O)c1ccc(Cl)c(NC(=O)CSc2nnc(-c3ccncc3)o2)c1	-5.5	2.0	1.7	-3.2	-2.3	0.9	5.9	3.4	-2.6
COc1ccc(-c2noc(CCC(=O)NCCCN3CCN(c4ccc(F)cc4)CC3)n2)cc1	15.2	8.8	-23.9	-3.2	-3.3	1.8	4.1	0.9	-2.4
CCNC(=S)NNC(=O)c1cc(-c2cc(C)ccc2C)nc2ccccc12	-16.3	-58.0	-0.8	10.1	-3.1	5.2	9.2	5.0	-3.2

Compound activity: PubChem BioAssay, several laboratories
